Compound activity deposited in PubChem by The Scripps Research Institute Molecular Screening Center.
TAAR1 agonist: agonists of human TAAR1; Q96RJ0; CHO RD-HGA16 TAAR1, Fluo-8 calcium fluorescence; vehicle wells 0%, saturating PEA agonist 100%; activation, % at 3 µM; actives 0.99% (n = 360,000);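 active means activation above the mean activation of all test compounds in the run plus 3 SD, cut at about 38% in these data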
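Test system: RD-HGA16 (CHO) cells co-expressing Gα16 and hTAAR1 | Doses: Single dose, 3 µM | Schedule: 17-24 h seeding, 75 min 37 °C dye, 30 min RT | Evaluation: % activation from peak over basal fluorescence ratio, DMSO-to-PEA scaled | Technique: Kinetic Fluo-8 calcium fluorescence | Benchmarks: Low control DMSO, high control PEA (EC100)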
CHO parental Ca: counter-screen: ATP calcium response change in parental CHO cells | actives 0.63% (n = 330,000) | parental CHO-K1, ATP-induced calcium, Fluo-8 fluorescence | AID 463079 | inhibition, % at 5.6 µM;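 active means inhibition above that plate's mean sample inhibition plus 3 SD, cut at about 26% in these data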;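 further: 0% = ATP-challenged DMSO wells and 100% = DMSO wells without ATP; some compounds past the cut are filed as inactive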
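Test system: parental CHO cells; detection: calcium-sensitive Fluo-8 fluorescence; evaluation: percent inhibition of calcium signal; also added: ATP as calcium-mobilizing challenge; repeats: one well per compound; control set: ATP-challenged DMSO wells low, unchallenged DMSO wells high; compound: single nominal dose of 5.6 µM per compound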
M1 ag: agonists of human M1 muscarinic receptor; P11229; CHO-K1 hM1, Fluo-8 calcium fluorescence, agonist mode; 0% DMSO, 100% acetylcholine EC100; activation, % at 3 µM; actives 0.33% (n = 360,000);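 active means activation above the run's mean compound activation plus 3 SD, cut at about 16% in these data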;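 further: peak over basal fluorescence ratio within a 140 s kinetic read after compound addition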
CHO-K1 Ca antag: nonselective inhibitor or artifact in parental CHO-K1 cells. inhibition, % at 3 µM. ATP-induced calcium, Fluo-8 fluorescence. actives 0.6% (n = 360,000);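 active means inhibition above a per-plate cutoff, the plate's mean sample inhibition plus 3 SD, cut at about 24% in these data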;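 further: 0% = DMSO plus EC80 ATP and 100% = DMSO alone without ATP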
CHO-K1 Ca ag: nonselective activator or artifact in parental CHO-K1 cells | Fluo-8 calcium fluorescence; scaled to maximal ATP response, vehicle zero | activation, % at 3 µM | actives 0.48% (n = 360,000); in the data active means activation above about 15%;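 further: untransfected CHO-K1 host cells lacking M1 receptor as counterscreen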
OXTR potentiate: potentiators of human oxytocin receptor; P30559; CHO-OTR cells, Fluo-8 calcium fluorescence, potentiator mode; 0% = oxytocin EC15, 100% = EC100; activation, % at 3 µM; actives 0.061% (n = 320,000);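 active means activation above that plate's cutoff, the mean activation of tested compounds plus 3 SD, cut at about 6.6% in these data, passing the limit was not always enough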;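 further: 100% uses oxytocin at 75 nM as the full agonist control; some results filed as inactive read as strong as hits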
Target sequence (P30559 whole entry, looked up): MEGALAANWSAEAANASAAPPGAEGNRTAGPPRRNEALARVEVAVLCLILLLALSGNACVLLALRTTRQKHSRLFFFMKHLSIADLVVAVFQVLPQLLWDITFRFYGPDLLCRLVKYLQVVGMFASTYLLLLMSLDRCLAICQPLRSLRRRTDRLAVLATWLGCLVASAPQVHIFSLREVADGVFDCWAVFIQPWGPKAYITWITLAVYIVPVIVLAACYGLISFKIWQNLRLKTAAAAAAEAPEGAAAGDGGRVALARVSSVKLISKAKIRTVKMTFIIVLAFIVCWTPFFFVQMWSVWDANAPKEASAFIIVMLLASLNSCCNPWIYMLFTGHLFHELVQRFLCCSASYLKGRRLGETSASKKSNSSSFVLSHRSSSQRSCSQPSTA
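test system = CHO-OTR cells, human receptor | compound = single-point 3.0 µM | schedule = 6 min compound pre-incubation at room temperature, 100 s kinetic read | signal = Fluo-8 no-wash calcium dye fluorescence, excitation 470-495 nm, emission 515-575 nm | repeats = single well per compound, singlicate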
V1R ag counter: activates human V1a receptor in oxytocin agonist counter-screen | P37288 | CHO-V1R cells, Fluo-8 calcium fluorescence, agonist mode; 0% DMSO, 100% 3 nM vasopressin | activation, % at 3 µM | actives 0.25% (n = 320,000) | AID 2797;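 active means activation above the mean activation of all tested compounds plus 3 SD, per screening run, cut at about 20% in these data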;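 further: signal is peak over basal fluorescence ratio across a 100 second FLIPR read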
Target sequence (P37288 whole entry, looked up): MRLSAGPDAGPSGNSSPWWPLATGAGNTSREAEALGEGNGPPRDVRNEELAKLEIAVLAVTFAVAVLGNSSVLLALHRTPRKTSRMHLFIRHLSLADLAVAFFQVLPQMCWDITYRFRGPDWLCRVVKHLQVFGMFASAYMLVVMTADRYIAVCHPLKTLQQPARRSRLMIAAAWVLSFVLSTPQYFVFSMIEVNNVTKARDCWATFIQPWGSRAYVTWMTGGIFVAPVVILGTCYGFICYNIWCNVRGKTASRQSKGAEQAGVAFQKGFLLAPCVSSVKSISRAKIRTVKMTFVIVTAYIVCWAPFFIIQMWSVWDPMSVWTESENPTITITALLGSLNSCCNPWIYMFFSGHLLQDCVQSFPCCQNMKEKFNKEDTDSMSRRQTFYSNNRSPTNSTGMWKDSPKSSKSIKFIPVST
TAAR1 antag: human TAAR1 antagonism | Q96RJ0 | CHO RD-HGA16 TAAR1, Fluo-8 calcium fluorescence, antagonist | inhibition, % at 3 µM | actives 1.5% (n = 360,000);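 active means inhibition above a per-plate cutoff, the mean inhibition of test compounds on that plate plus 3 SD, cut at about 49% in these data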;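 further: 0% = DMSO plus EC80 beta-PEA response and 100% = DMSO alone without agonist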
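Test system: CHO RD-HGA16 cells bearing hTAAR1 | Reagent: β-PEA, EC80 | Compound dosing: 3 µM, single point | Schedule: Dye loading 75 min at 37 °C, then 30 min room temperature | Signal: Calcium fluorescence with Fluo-8 | Evaluation: Percent inhibition of PEA-evoked calcium signal, max/basal emission ratio | Control set: DMSO-only wells and EC80 β-PEA-stimulated wells | Repeats: Singlicate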
CHO-K1 Ca PAM: M1 PAM counterscreen hit in parental CHO-K1 cells; actives 0.02% (n = 360,000); activation, % at 3 µM; ATP EC20, Fluo-8 calcium fluorescence; 0% at ATP EC20, 100% at ATP max;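 active means activation above the run cutoff, the mean activation of all test compounds plus 3 SD, cut at about 40% in these data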;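 further: peak over basal fluorescence ratio in a 140 s read after ATP addition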
* = called active by the depositor.

NC(=O)C1=C[C@@H](c2ccc(C(F)(F)F)cc2)C[C@@H](OCc2ccc(CO)cc2)O1 was read as TAAR1 agonist 4, CHO parental Ca -9, M1 ag -2, CHO-K1 Ca antag -21, CHO-K1 Ca ag 0.7, OXTR potentiate -6, V1R ag counter 1.3, TAAR1 antag -8 and CHO-K1 Ca PAM 20.
For FC(F)(F)c1cccc(NC(=S)NCCc2ccccn2)c1 the results were TAAR1 agonist 8, CHO parental Ca 1, M1 ag -5, CHO-K1 Ca antag 3, CHO-K1 Ca ag 2.1, OXTR potentiate 3, V1R ag counter 0.7, TAAR1 antag 15 and CHO-K1 Ca PAM 13.
Cc1cccc(C)c1NC(=O)N1CC=CCC1 was read as TAAR1 agonist 0, M1 ag -4, CHO-K1 Ca antag -5, CHO-K1 Ca ag 0.8, TAAR1 antag 5 and CHO-K1 Ca PAM 9.
For CCOc1ccccc1NC(=O)COC(=O)C(CC)c1ccccc1 (configuration not stated) the results were TAAR1 agonist 0, CHO parental Ca -25, M1 ag -10, CHO-K1 Ca antag -13, CHO-K1 Ca ag 1.0, OXTR potentiate -1, V1R ag counter 0.2, TAAR1 antag -26 and CHO-K1 Ca PAM 20.
For CC1CC2=C(C(=O)O1)C(c1ccc(Cl)cc1)Nc1ccccc1N2 (configuration not stated) the results were TAAR1 agonist 2, CHO parental Ca 2, M1 ag 1, CHO-K1 Ca antag 5, CHO-K1 Ca ag 0.4, OXTR potentiate -7, V1R ag counter 3.7, TAAR1 antag 10 and CHO-K1 Ca PAM 5.
Cc1ccc(C)c(N2CCN(C(=O)CCCn3ncn4c(cc5occc54)c3=O)CC2)c1 was read as TAAR1 agonist 2, CHO parental Ca -32, M1 ag -2, CHO-K1 Ca antag -11, CHO-K1 Ca ag 6.7, OXTR potentiate -10, V1R ag counter 6.2, TAAR1 antag -13 and CHO-K1 Ca PAM 5.
`CN(CCO)c1ccc([N+](=O)[O-])cc1C(=O)O` gave TAAR1 agonist 6, CHO parental Ca 2, M1 ag -4, CHO-K1 Ca antag -17, CHO-K1 Ca ag 0.3, OXTR potentiate -4, V1R ag counter 1.1, TAAR1 antag 2 and CHO-K1 Ca PAM 24.
Screening COc1cccc(C(=O)Nc2cc(C)on2)c1 returned TAAR1 agonist 2, M1 ag -2, CHO-K1 Ca antag -1, CHO-K1 Ca ag 0.3, TAAR1 antag -10 and CHO-K1 Ca PAM 4.
`C=Cc1cnc([N+](=O)[O-])n1C` gave TAAR1 agonist 1, M1 ag 1, CHO-K1 Ca antag 4, CHO-K1 Ca ag 4.6, TAAR1 antag -39 and CHO-K1 Ca PAM 8.
Screening CCCCN(C(=O)c1ccc(NC(=O)C(C)C)cc1)c1ccccc1 returned TAAR1 agonist 2, CHO parental Ca -13, M1 ag -9, CHO-K1 Ca antag -2, CHO-K1 Ca ag -0.1, OXTR potentiate -13, V1R ag counter 0.0, TAAR1 antag 1 and CHO-K1 Ca PAM 1.

A stretch from further up:
Cc1cccc(C)c1NC(=O)N1CC=CCC1 was read as TAAR1 agonist 0, M1 ag -4, CHO-K1 Ca antag -5, CHO-K1 Ca ag 0.8, TAAR1 antag 5 and CHO-K1 Ca PAM 9.
For CCOc1ccccc1NC(=O)COC(=O)C(CC)c1ccccc1 (configuration not stated) the results were TAAR1 agonist 0, CHO parental Ca -25, M1 ag -10, CHO-K1 Ca antag -13, CHO-K1 Ca ag 1.0, OXTR potentiate -1, V1R ag counter 0.2, TAAR1 antag -26 and CHO-K1 Ca PAM 20.
For CC1CC2=C(C(=O)O1)C(c1ccc(Cl)cc1)Nc1ccccc1N2 (configuration not stated) the results were TAAR1 agonist 2, CHO parental Ca 2, M1 ag 1, CHO-K1 Ca antag 5, CHO-K1 Ca ag 0.4, OXTR potentiate -7, V1R ag counter 3.7, TAAR1 antag 10 and CHO-K1 Ca PAM 5.
Cc1ccc(C)c(N2CCN(C(=O)CCCn3ncn4c(cc5occc54)c3=O)CC2)c1 was read as TAAR1 agonist 2, CHO parental Ca -32, M1 ag -2, CHO-K1 Ca antag -11, CHO-K1 Ca ag 6.7, OXTR potentiate -10, V1R ag counter 6.2, TAAR1 antag -13 and CHO-K1 Ca PAM 5.

Remaining list, next part.
CC(=O)Nc1cc(OC(=O)c2ccco2)cc(OC(=O)c2ccco2)c1 was read as TAAR1 agonist 2, CHO parental Ca 6, M1 ag 1, CHO-K1 Ca antag -13, CHO-K1 Ca ag 1.1, OXTR potentiate -21, V1R ag counter 0.8, TAAR1 antag 7 and CHO-K1 Ca PAM 15.
`Cc1sc2nc3n(c(=O)c2c1C)NC(=O)CC3` gave TAAR1 agonist 3, CHO parental Ca -10, M1 ag -2, CHO-K1 Ca antag -1, CHO-K1 Ca ag -0.1, OXTR potentiate -12, V1R ag counter -1.3, TAAR1 antag 5 and CHO-K1 Ca PAM 9.
CC1CCN(C(C(=O)Nc2ccc3c(c2)OCO3)c2ccccc2)CC1 (configuration not stated) was read as TAAR1 agonist -3, CHO parental Ca -35, M1 ag -9, CHO-K1 Ca antag -10, CHO-K1 Ca ag 0.1, OXTR potentiate 1, V1R ag counter -1.6, TAAR1 antag 5 and CHO-K1 Ca PAM 28.
Screening Cn1cnnc1SCCNS(=O)(=O)c1cccc([N+](=O)[O-])c1 returned TAAR1 agonist 2, CHO parental Ca -5, M1 ag -2, CHO-K1 Ca antag 11, CHO-K1 Ca ag -0.2, OXTR potentiate -3, V1R ag counter 0.9, TAAR1 antag -21 and CHO-K1 Ca PAM -6.
For NC(=O)CCn1c(C(=O)c2cc(Cl)c(N)c(Cl)c2)c2ccccc2[n+]1[O-] the results were TAAR1 agonist 4, CHO parental Ca -14, M1 ag 0, CHO-K1 Ca antag -16, CHO-K1 Ca ag 0.2, OXTR potentiate -7, V1R ag counter 1.1, TAAR1 antag -11 and CHO-K1 Ca PAM 20.
CCCCOc1ccc(-c2cc(C(=O)NNC(=S)NCC)c3ccccc3n2)cc1 was read as CHO parental Ca -12, M1 ag -4, CHO-K1 Ca antag 11, CHO-K1 Ca ag -0.1, OXTR potentiate -3, V1R ag counter 1.6 and CHO-K1 Ca PAM -11.
Cc1ccc(S(=O)(=O)NC(=O)COc2ccccc2C)c(C)c1 was read as TAAR1 agonist -1, CHO parental Ca -14, M1 ag 5, CHO-K1 Ca antag 0, CHO-K1 Ca ag 0.3, OXTR potentiate 0, V1R ag counter 0.3, TAAR1 antag -28 and CHO-K1 Ca PAM 9.
Screening Cc1cccc(C)c1OCc1nnc(SCC(=O)Nc2nccs2)o1 returned TAAR1 agonist 2, CHO parental Ca -10, M1 ag 0, CHO-K1 Ca antag -1, CHO-K1 Ca ag 2.9, OXTR potentiate -1, V1R ag counter 0.3, TAAR1 antag 16 and CHO-K1 Ca PAM 11.
For C=CCn1c(SCC(=O)Nc2c(C)n(C)n(-c3ccccc3)c2=O)nc2scc(-c3ccccc3)c2c1=O the results were TAAR1 agonist 7, CHO parental Ca -28, M1 ag -2, CHO-K1 Ca antag 5, CHO-K1 Ca ag 1.3, OXTR potentiate -5, V1R ag counter -0.2, TAAR1 antag 23 and CHO-K1 Ca PAM 9.
`COc1ccccc1Oc1nnnn1-c1ccc(C(N)=O)cc1` gave TAAR1 agonist 13, CHO parental Ca 4, M1 ag 5, CHO-K1 Ca antag -5, CHO-K1 Ca ag -0.3, OXTR potentiate -8, V1R ag counter 0.7, TAAR1 antag -1 and CHO-K1 Ca PAM -5.
For Nc1ncnc(Nc2cccc(C(F)(F)F)c2)n1 the results were TAAR1 agonist 12, CHO parental Ca -10, M1 ag -5, CHO-K1 Ca antag 13, CHO-K1 Ca ag -0.7, OXTR potentiate 4, V1R ag counter -1.3, TAAR1 antag -4 and CHO-K1 Ca PAM 0.
`CCN(C(=O)CCC(=O)N(CC)c1ccccc1)c1ccccc1` gave TAAR1 agonist 3, CHO parental Ca -5, M1 ag -9, CHO-K1 Ca antag -2, CHO-K1 Ca ag 0.2, OXTR potentiate -15, V1R ag counter -0.2, TAAR1 antag -8 and CHO-K1 Ca PAM 16.
Screening NC(=O)COC(=O)c1cccnc1Nc1ccccc1F returned TAAR1 agonist 3, CHO parental Ca -3, M1 ag -2, CHO-K1 Ca antag -8, CHO-K1 Ca ag 0.2, OXTR potentiate -17, V1R ag counter 0.0, TAAR1 antag -6 and CHO-K1 Ca PAM 14.
For CC(C)(C)c1n[nH]c(=S)n(N)c1=O the results were TAAR1 agonist 4, CHO parental Ca 1, M1 ag -3, CHO-K1 Ca antag -4, CHO-K1 Ca ag 0.9, OXTR potentiate -8, V1R ag counter -0.3, TAAR1 antag 0 and CHO-K1 Ca PAM 16.
CC(=O)Nc1cc(C(=O)N(C)Cc2ccco2)ccc1Sc1ccc(Cl)cc1 was read as TAAR1 agonist 3, CHO parental Ca -4, M1 ag -7, CHO-K1 Ca antag -1, CHO-K1 Ca ag 3.0, OXTR potentiate -4, V1R ag counter 1.4, TAAR1 antag -6 and CHO-K1 Ca PAM 20.
`COc1ccc(C2=NOC(C(=O)NCc3ccc(F)cc3)C2)cc1OC` (configuration not stated) gave CHO parental Ca -8, M1 ag -3, CHO-K1 Ca antag 7, CHO-K1 Ca ag 0.7, OXTR potentiate -2, V1R ag counter -0.3 and CHO-K1 Ca PAM -7.
`COC(=O)C[C@H]1c2cc(F)cc(F)c2S(=O)(=O)N1C1CCN(Cc2ccccc2)CC1` gave TAAR1 agonist 2, CHO parental Ca -18, M1 ag -14, CHO-K1 Ca antag -10, CHO-K1 Ca ag 0.5, OXTR potentiate -6, V1R ag counter 0.2, TAAR1 antag 15 and CHO-K1 Ca PAM 10.
O=C1C(=Cc2ccccn2)CCc2ccccc21 was read as TAAR1 agonist -2, M1 ag -6, CHO-K1 Ca antag -10, CHO-K1 Ca ag 0.2, TAAR1 antag -6 and CHO-K1 Ca PAM 8.
Screening COc1ccc(C2CC(=O)c3ccccc3O2)cc1 (configuration not stated) returned TAAR1 agonist 15, CHO parental Ca -4, M1 ag -8, CHO-K1 Ca antag -9, CHO-K1 Ca ag -0.4, OXTR potentiate -10, V1R ag counter -1.0, TAAR1 antag 20 and CHO-K1 Ca PAM 3.
`Cc1nc(-c2ccccc2)cn(O)c1=O` gave TAAR1 agonist 0, M1 ag -1, CHO-K1 Ca antag 17, CHO-K1 Ca ag -0.3, TAAR1 antag 1 and CHO-K1 Ca PAM -14.
